Screening data: PubChem BioAssay, several laboratories
Lipid droplet: inhibitors of hepatocyte lipid droplet formation, primary screen, imaging, high-throughput imaging, BODIPY stain. AML12 mouse hepatocytes, oleate lipid droplets. inhibition, % at 6.5 µM. actives 0.4% (n = 240,000);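 active means lipid droplet intensity inhibited by at least 50%, with more than 500 cells counted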
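Material: mouse AML12 hepatocyte cell line, fixed after treatment; Timing: compound with oleate, overnight; Technique: high-content imaging of BODIPY-stained droplets and DAPI nuclei; Probe or stimulus: oleate, 100 µM final; Dosing: compound at 6.5 µM only.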
MT stabilizer: microtubule stabilizers in HeLa cells, primary screen, imaging, high-content imaging. AID 2205, 2009. % tubulin-high responders, % at 10 µM. HeLa tubulin immunostaining HCS, 24 h; share of cells brighter than vehicle mean+2SD. actives 0.83% (n = 200,000);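 active means plate Z-score above 3 for both tubulin-high and condensed-nucleus cell shares, with cell loss under 80%, at 10 µM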;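 further: anti alpha tubulin signal scored within the nucleus-defined area of each cell; some results filed as inactive read as strong as hits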
TNAP activation fold: human TNAP enzyme activators, primary screen, biochemical, luminescent, no phosphate acceptor, uHTS (AID 1001); actives 0.03% (n = 200,000); Alkaline phosphatase, tissue-nonspecific isozyme (Homo sapiens); purified TNAP, luminescent activation assay, no phosphate acceptor; higher activation fold means a stronger effect; activation fold at 20 µM; hits with a dose series show EC50 in µM; in the data active means activation fold from about 3, or a potency from the dose series; inactive means the rest, 99 in 100 with activation fold below about 1.6; further: many of its hits are not listed in these tables
Insulin prom up: insulin promoter activators in MIN6 cells, imaging, high-content screening, mouse beta cells. AID 1625, 2009. z-score at 5 µM. actives 0.3% (n = 190,000). MIN6 insulin promoter-GFP reporter; stronger effect = higher value;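 active means z-score above 3 at 5 µM with at least 500 cells counted in the well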
human PMI inhibitors: human PMI inhibitors, high substrate, primary screen, biochemical, fluorescence intensity, high mannose 6-phosphate (AID 1220); recombinant PMI enzyme, coupled fluorescence intensity; higher % means a stronger effect; one-dose inhibition, % at 20 µM; IC50 in µM for titrated hits; actives 0.66% (n = 190,000)
Autophagy HCS: autophagy modulators in MEF cells, primary screen, imaging, high-content, MEF GFP-LC3 | MEF GFP-LC3 puncta imaging; test concentration mostly 10 µM | calls only at 10 µM (by protocol) | actives 0.98% (n = 190,000) | AID 463193, 2010;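 active means percentage of spot-positive cells more than 3 SD above its plate mean, without a fluorescence outlier flag or 80% toxicity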;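 further: spot-positive cell cutoff set from DMSO-treated cells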
T cell modulator: modulators of CD8 T cell-vesicle binding, primary screen, mouse 2C CD8+ T cells, flow cytometry | 2C CD8+ T cell-vesicle binding; stronger effect = lower value | calls only at 7 µM | actives 0.068% (n = 330,000);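 active means response, share of CD8 T cells binding vesicles, and their 90th percentile fluorescence all below set limits, cut at about 80% in these data, passing the limit was not always enough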
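Also added: QL9-peptide-loaded Drosophila micro-vesicles bearing Ld, ICAM-1 and B7-1; Test system: purified 2C TCR transgenic mouse naive CD8+ T cells; Measured by: cytometric PE anti-B7-1 and Alexa647 anti-CD8 signals after 1% paraformaldehyde fixation; Timing: binding step 1.5 h, 37 °C, antibody labelling 20 min, ice.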
b-catenin transl: modulators of beta-catenin nuclear translocation, primary screen, imaging, HeLa cells, immunofluorescence, high-content; nuclear translocation activity, % at 5 µM; actives 0.3% (n = 190,000);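 active means nuclear translocation activity above 50% at 5 µM, with a well cell count of 50 or more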;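 further: per-cell ratio of nuclear to cytoplasmic median beta-catenin stain intensity; plate controls were DMSO negative control for no effect and GSK-3 inhibitor IX positive control for full effect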
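Technique: fluorescence imaging of beta-catenin antibody stain plus DAPI / Material: human HeLa cell line / Incubation: compound treatment 24 h, 37°C, 5% CO2 / Read-out basis: % activation of per-cell nuclear versus cytoplasmic median beta-catenin signal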
human PMI inhibition: inhibitors of human PMI, primary screen, biochemical, fluorescence intensity, coupled assay (AID 1209) | actives 0.42% (n = 190,000) | purified PMI enzyme, coupled fluorescence intensity; higher % means a stronger effect | inhibition, % at 20 µM, or IC50 in µM where a hit was titrated | Mannose-6-phosphate isomerase (Homo sapiens);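 further: plate controls were DMSO vehicle for no effect and wells lacking substrate for full effect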
Insulin prom up cell count: recorded beside Insulin prom up, whose call it bears; cell count; measured here: cytotoxicity, nuclei count;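 total cells summed across four imaged fields per well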
Lipid droplet cells 6.5 µM: also measured in Lipid droplet; calls as there; cell count; measured here: cell count, cytotoxicity flag;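 cells counted across two imaged fields per well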
b-catenin transl cell count 5 µM: recorded beside b-catenin transl, whose call it bears; cell count; measured here: cell count, cytotoxicity flag
T cell modulator vesicle-bound %: further read-out of T cell modulator, marked with its call; double positive events, %; measured here: CD8+ vesicle-bound cell fraction;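 binding gate set so that unloaded-vesicle control wells show 10% double positive cells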
MT stabilizer Hoechst-high %: recorded beside MT stabilizer, whose call it bears; % Hoechst-high responders; measured here: nuclear condensation Hoechst responders;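 share of cells brighter than vehicle mean plus two SD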
MT stabilizer cytotoxicity %: recorded beside MT stabilizer, whose call it bears; toxicity, %; measured here: cytotoxicity by cell density;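 0% = mean cell density of plate MIN control wells and 100% = no cells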
Autophagy HCS cell loss 18 h: also measured in Autophagy HCS; calls as there; toxicity, %; measured here: cell loss, nuclei count;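 cell loss after 18 h compound exposure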
* = called active by the depositor; i = inactive; · = no result given; + = active, no number. Unless noted, no stated cut-off is given here; in the data, active means inhibition above about 50%; inactive means the rest.

The line under a structure holds: Autophagy HCS, Lipid droplet, TNAP activation fold, b-catenin transl cell count 5 µM, Insulin prom up, Autophagy HCS cell loss 18 h, human PMI inhibitors, Insulin prom up cell count, human PMI inhibition, Lipid droplet cells 6.5 µM, MT stabilizer, b-catenin transl, MT stabilizer Hoechst-high %, MT stabilizer cytotoxicity %, T cell modulator, T cell modulator vesicle-bound %
1) CCOC(=O)c1c(C)nc2sc(C(=O)Nc3ccc(OC)cc3)c(N)c2c1-c1ccc(OC)cc1
  i, -11, 1.1, 1152, -0.15, 36, 17%, 983, 22%, 818, 24*, -5.7, 17*, 66*, i, 8
2) Cc1ccc(C)c(Cc2c(C)nc3c(C(=O)N4CCOCC4)cnn3c2C)c1
  i, ·, 1, 804, -0.52, -14, -12%, 1351, -10%, ·, 3.8, 1.5, 3.1, 8.6, i, 39
3) CCCC(=O)N(CCN(Cc1ccccc1)C(=O)CCC)Cc1ccccc1
  i, ·, 1.1, 1298, 0.71, 3, -4%, 1599, -5%, ·, 1.3, -2.6, 1.5, 8.6, i, 2
4) O=C(c1ccccc1)n1c(=S)nc2ccccn21
  ·, ·, 1, 1140, 0.17, ·, 4%, 1202, -6%, ·, ·, -0.8, ·, ·, i, 40
5) CCOC(=O)CCC(=O)N1CCOCCOCCOCC1
  i, 0, 1, 1064, 1.1, 0, -8%, 774, -8%, 747, 3.3, -2.7, 2.7, 9.1, i, 36
6) O=C(NCc1ccco1)c1nc2c(nnn2Cc2ccccc2Cl)c(=O)[nH]1
  i, -5, 1, 1220, 0.51, 5, -5%, 1251, -10%, 729, 2.4, -1.0, 1.9, 20, i, 10
7) Cc1cnc([N+](=O)[O-])n1CCOC(=O)NC(=O)c1ccccc1
  i, 8, 1, 1092, -0.61, 12, 1%, 1238, 1%, 673, 3.4, 0.1, 3.3, 6.8, i, 59
8) Cc1ccc(NC2=Nc3ccccc3N3C2=Nc2c(c(C)nn2-c2ccccc2)C3c2ccc(O)c(O)c2)cc1 (stereo not given)
  +, ·, 1, 1355, 0.49, 6.8*, 5%, 1635, 7%, ·, 4.2, 5.4, 1.3, 0.9, ·, ·
9) O=C(C1=C[C@H](C2CCCCC2)C[C@H](OCCCCO)O1)N1CCN(Cc2ccccc2)CC1
  i, -2, 1, 1136, -0.3, 6, 18%, 1453, 14%, 717, 1.9, -1.2, 1.2, 5.0, i, 20
10) CCOC(=O)C1C(=O)OC(C)(C)C1C(C)C(=O)c1ccc(C)cc1 (stereo not given)
  i, -11, 1.1, 1220, 0.15, -13, 11%, 812, 12%, 740, 1.8, -3.2, 1.5, 8.0, i, 33
11) Cc1ccc(S(=O)(=O)N2CCN(C(=O)c3cc4c(C)nn(-c5ccccc5C)c4s3)CC2)cc1
  i, ·, 1, 1324, 0.05, 10, 0%, 1640, 7%, ·, 2.9, 1.2, 2.0, 16, i, 33
12) Cc1ccc(C)c(OCCSc2nnc(-c3cccnc3)n2N)c1
  i, 13, 1.1, 512, 0.24, 3, 5%, 1138, 3%, 713, 5.4, -0.9, 1.6, 6.5, i, 46
13) COc1cc(Nc2ccc(C(=O)O)cc2[N+](=O)[O-])cc(OC)c1
  i, 6, 0.8, 569, 0.27, 33, 16%, 1215, 1%, 773, 3.6, 1.7, 1.6, 12, i, 52
14) Cc1cc(C)n(C(CC(=O)O)C(=O)O)n1 (stereo not given)
  i, ·, 1, 1212, 1.2, 2, -6%, 1106, 1%, ·, 2.2, -2.8, 1.4, 2.2, i, 56
15) COc1ccc(C(C)=O)cc1COC(=O)c1cnc(C)cn1
  i, 0, 1.1, 1128, -0.23, 6, -6%, 1072, 8%, 756, 4.6, -1.0, 2.1, 1.2, i, 46
16) CCCS(=O)(=O)Nc1cccc(-c2nc3cccnc3s2)c1
  ·, -3, ·, 1342, 0.32, ·, ·, 1096, ·, 723, ·, 0.2, ·, ·, i, 36
17) Cc1ccc(NC(=O)Nc2ccccc2CC[N+](=O)[O-])cc1
  i, 4, 1.1, 991, 0.18, -12, -4%, 1207, -13%, 675, 3.9, -2.3, 3.0, 9.8, i, 41
18) CC(C)(C)c1cc(-c2ccccc2)n[nH]1
  ·, -8, ·, 1319, -0.31, ·, ·, 1011, ·, 681, ·, -0.1, ·, ·, i, 31
19) CCOCCOC(=O)C(C)Oc1ccc(Oc2ncc(Cl)cc2Cl)cc1 (stereo not given)
  i, 18, 1.1, 1162, -0.76, -1, -4%, 1522, 0%, 670, 3.6, -1.7, 2.5, 7.8, i, 48
20) CC(=O)Nc1ccc(NC(=S)NC(=O)c2oc3ccccc3c2C)cc1
  i, 10, 1, 952, 0.05, -53, -5%, 2110, 2%, 500, 2.1, -1.0, 2.7, 4.5, i, 11

Sorted by length of the SMILES (largest number first): part of the list above.
The line under a structure holds: Autophagy HCS, Lipid droplet, TNAP activation fold, b-catenin transl cell count 5 µM, Insulin prom up, Autophagy HCS cell loss 18 h, human PMI inhibitors, Insulin prom up cell count, human PMI inhibition, Lipid droplet cells 6.5 µM, MT stabilizer, b-catenin transl, MT stabilizer Hoechst-high %, MT stabilizer cytotoxicity %, T cell modulator, T cell modulator vesicle-bound %
7) Cc1cnc([N+](=O)[O-])n1CCOC(=O)NC(=O)c1ccccc1
  i, 8, 1, 1092, -0.61, 12, 1%, 1238, 1%, 673, 3.4, 0.1, 3.3, 6.8, i, 59
19) CCOCCOC(=O)C(C)Oc1ccc(Oc2ncc(Cl)cc2Cl)cc1 (stereo not given)
  i, 18, 1.1, 1162, -0.76, -1, -4%, 1522, 0%, 670, 3.6, -1.7, 2.5, 7.8, i, 48
4) O=C(c1ccccc1)n1c(=S)nc2ccccn21
  ·, ·, 1, 1140, 0.17, ·, 4%, 1202, -6%, ·, ·, -0.8, ·, ·, i, 40

More results follow:
The line under a structure holds: Autophagy HCS, Lipid droplet, TNAP activation fold, b-catenin transl cell count 5 µM, Insulin prom up, Autophagy HCS cell loss 18 h, human PMI inhibitors, Insulin prom up cell count, human PMI inhibition, Lipid droplet cells 6.5 µM, MT stabilizer, b-catenin transl, MT stabilizer Hoechst-high %, MT stabilizer cytotoxicity %, T cell modulator, T cell modulator vesicle-bound %
21) O=C(CSc1nnc(-c2ccc3c(c2)OCCO3)o1)N1CCCC1
  i, ·, 1, 1096, 1.1, -15, -13%, 1340, -11%, ·, 3.3, -1.7, 1.7, 8.9, i, 46
22) COc1ccc(C(=O)NCCc2nc3cc([N+](=O)[O-])ccc3n2C)cc1
  ·, -27, ·, 1337, 0.25, ·, ·, 1039, ·, 673, ·, 0.1, ·, ·, i, 27
23) COc1ccc(C2CC(=O)N(CC(=O)NCC3CCCO3)c3ccccc3S2)cc1 (stereo not given)
  i, -7, 1.1, 1123, 1.1, 0, 2%, 1319, 0%, 695, 3.2, -2.7, 2.0, 7.7, i, 56
24) N#Cc1c(-c2ccccc2)cc(-c2ccccc2)nc1SCc1nnc(-c2ccccc2)o1
  i, ·, 1, ·, ·, -2, 7%, ·, 4%, ·, 2.2, ·, 1.3, 7.1, i, 59
25) Cc1cnc(NC(=O)CSc2nnc(Cc3ccccc3)o2)s1
  i, -9, 1.1, ·, 0.48, -3, 6%, 1273, 6%, 659, 3.9, ·, 2.2, 5.4, i, 60
26) COC(=O)CSc1nnc2c(C)cc3cc4c(cc3n12)OCCO4
  ·, ·, 1.1, 1040, ·, ·, 3%, ·, 2%, ·, ·, -3.8, ·, ·, ·, ·
27) CNc1ccc(/C=C/C(=O)c2ccc3c(c2)OCCO3)cc1[N+](=O)[O-]
  i, 0, 0.9, 555, 0.62, -8, 10%, 1282, 0%, 628, 6.4, 0.0, 7.1, 14, i, 25
28) CSc1nc(-c2ccc(Cl)cc2)nn1S(=O)(=O)c1ccccc1
  i, 14, 0.9, 1193, -0.45, -8, -5%, 1087, -15%, 732, 2.8, -2.7, 2.2, 7.1, i, 42
29) COCCNC(=O)c1ccc(NS(C)(=O)=O)cc1
  i, 0, 1.1, 1105, 1.1, -14, 5%, 1151, 13%, 772, 3.5, -2.5, 2.0, 2.7, i, 49
30) O=C(NCc1ccco1)c1cc2nc(-c3ccc4c(c3)OCO4)cc(C(F)(F)F)n2n1
  i, ·, 1.1, 640, -2.4, 10, -6%, 1095, -11%, ·, 3.7, 2.5, 3.5, 2.5, i, 15
31) C=C(Br)Cn1c(CC)nc2ccccc21
  i, ·, 1.1, 890, 0.05, 2, -1%, 1452, -8%, ·, 2.2, -1.7, 2.0, 5.4, i, 54
32) CC(=O)NC(CSC(CC(=O)c1ccco1)c1ccc(C)cc1)C(=O)O (stereo not given)
  i, -17, 1, 1082, -2.3, 8, 3%, 1368, 2%, 707, 3.7, -3.0, 3.4, 6.8, i, 29
33) O=Cc1c(N2CCOCC2)nc2ccccn2c1=O
  i, 2, 1.1, 1093, -0.3, -7, -3%, 1257, -6%, 694, 2.3, -1.8, 2.3, 7.7, i, 29
34) N#C/C(=N\Nc1cccc2ccccc12)c1nnc2n1CCCCC2
  i, 10, 1, 922, 1.1, -2, -80%, 1232, -35%, 717, 5.0, 1.3, 3.1, 7.3, i, 52
35) COc1cc(-c2cc(OC)c3c(C)oc(C)c3c(=O)c2)ccc1O
  i, ·, 1, 934, -0.68, 18, 6%, 1144, -21%, ·, 3.1, -3.2, 1.6, 6.0, i, 10
